Compound activity (PubChem)
Ecoli WT expand – E. coli BW25113 growth inhibition, expanded screen | OD600 absorbance | growth inhibition, % at 100 µM | actives 0.15% (n = 98,000);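 active = growth inhibition above about 50% at one test dose, limit read from the data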;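 also: growth measured after 20 h incubation at 37 °C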
CYP2C9 activ – activators of human CYP2C9. recombinant CYP2C9, luciferin-H conversion, luminescence; active compounds read high; factor 1 = untreated enzyme, 0 = blocked. actives 1.4% (n = 96,000). AID 1024. P11712. activation factor at 5 µM;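 active = activation factor of 2 or more for CYP2C9 at a 5 µM dose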;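 also: 0 = sulfaphenazole-blocked wells and 1 = vehicle-only wells; values of inactives mirror those of a sister screen read the other way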
CYP2C9 inh – blocks human cytochrome P450 2C9; P11712; CYP2C9 Supersomes, luciferin-H conversion, luminescence; inhibition, % at 5 µM; actives 20% (n = 96,000);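 active = blocking of liver enzyme CYP2C9 beyond about 50% at 5 µM, limit read from the data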; also: values of inactives mirror those of a sister screen read the other way
PostGolgi ctrl – inhibits growth of the yeast control strain. efflux-deficient yeast background strain, growth absorbance A615, 16 h. AID 738. actives 5% (n = 98,000). inhibition, % at 10 µM
LYP inh 2 – blocks human PTPN22 phosphatase activity; Q9Y2R2; recombinant LYP catalytic domain, DiFMUP fluorescence; inhibition, % at 2 µM; actives 0.21% (n = 96,000);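 active = inhibition at 2 µM at or above a set limit, the screen mean plus 3 SD, cut at about 24% in these data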;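 also: 0% = DMSO with enzyme and 100% = enzyme fully blocked by orthovanadate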
LYP act – increases human PTPN22 phosphatase activity; recombinant LYP, DiFMUP fluorescence; 0 = plate median, 100 = signal doubled; Q9Y2R2; activation, % at 2 µM; actives 0.11% (n = 96,000);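 active = activation at 2 µM above a set limit, the mean plus 5 SD, cut at about 37% in these data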
PTK2B oligo ant – Pyk2 (human) oligomerization antagonism | actives 0.83% (n = 99,000) | Q293 cells, Pyk2 FERM NanoBiT luminescence; active compounds read low | Q14289 | AID 1347419 | z-score (the deposit names both 25 µM and 10 µM);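 active = Z-score of -3 or lower, scaled per plate to the spread of control and sample wells; inactive = z-score above -3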;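 also: negative z-score means lost luminescence so less FERM oligomerization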
hDAT+cocaine – human DAT dopamine uptake with cocaine, either direction. LLC-PK1 hDAT cells, [14C]-dopamine uptake with cocaine IC80; actives deviate in either direction. Q01959. actives 1.3% (n = 110,000). AID 449768. B-score at 10 µM;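 active = Z score or B-score, a plate-position-corrected score, falls beyond the plate's 99.7% confidence bounds, in either direction; inactive = both scores lie inside the 99.7% bounds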;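 also: scored against the spread of the other compound wells on the same plate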
Target sequence (Q01959 whole entry, looked up): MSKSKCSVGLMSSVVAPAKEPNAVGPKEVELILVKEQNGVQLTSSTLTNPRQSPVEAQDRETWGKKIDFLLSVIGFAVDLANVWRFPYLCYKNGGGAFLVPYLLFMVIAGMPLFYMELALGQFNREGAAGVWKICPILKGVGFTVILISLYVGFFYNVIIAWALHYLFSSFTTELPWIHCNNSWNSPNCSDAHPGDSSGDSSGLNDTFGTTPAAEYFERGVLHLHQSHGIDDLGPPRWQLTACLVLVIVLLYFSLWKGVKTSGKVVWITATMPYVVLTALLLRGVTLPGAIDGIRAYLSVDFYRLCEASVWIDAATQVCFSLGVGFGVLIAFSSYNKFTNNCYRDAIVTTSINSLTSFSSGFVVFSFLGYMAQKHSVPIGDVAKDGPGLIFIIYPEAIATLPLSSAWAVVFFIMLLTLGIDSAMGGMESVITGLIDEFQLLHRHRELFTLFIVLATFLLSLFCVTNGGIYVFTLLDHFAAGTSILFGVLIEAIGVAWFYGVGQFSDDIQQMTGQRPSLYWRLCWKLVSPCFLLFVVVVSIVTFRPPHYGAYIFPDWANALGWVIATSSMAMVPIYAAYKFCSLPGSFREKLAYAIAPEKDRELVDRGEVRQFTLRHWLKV
PostGolgi yeast – growth inhibition of a yeast mutant, post-Golgi transport screen; actives 0.9% (n = 98,000); AID 739; post-Golgi transport phenotypic cell assay; inhibition, % at 10 µM;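 also: yeast cells grown in 1536-well plates; yeast grown about 18 h at 30C before absorbance read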
The depositor's hits bear a star; x = no result given. Rule as the data show it, unless noted: active = inhibition above about 30%; inactive = the rest.

SMILES	Ecoli WT expand	CYP2C9 activ	CYP2C9 inh	PostGolgi ctrl	LYP inh 2	LYP act	PTK2B oligo ant	hDAT+cocaine	PostGolgi yeast
COc1cc(C2=Nc3c(c(C)nn3-c3ccccc3)P(=O)(N3CCOCC3)O2)cc(OC)c1OC (centres undefined)	-3	0.8	19	5	7	-4	1	-0.65	-26
CC1(C)C(c2cccs2)=[N+]([O-])C2(CCCCC/C2=N\NC(N)=S)N1O (centres undefined)	-11	1.1	-7	-1	-2	2	-0.04	-0.25	5
S=C(Nc1ccccc1)Nc1nc2ccccc2n1CCOc1ccccc1	11	0.6	41	32*	0	-1	-0.1	-0.32	-1
CCn1c(SCc2nc(-c3ccc(Cl)cc3)no2)nnc1-c1ccco1	14	0.7	35	17	6	-6	0.71	0.73	-15
Cc1cc(NC(=O)CCc2ccc(S(=O)(=O)N3CCOCC3)cc2)n(-c2ccccc2)n1	-3	x	x	-1	7	-3	-0.06	1.8	2
CCOC(=O)N1CCN(c2ncnc3c2cnn3-c2ccc(Cl)cc2)CC1	-11	0.8	21	4	2	-2	x	-0.089	2
Cc1nn(C)c(C)c1S(=O)(=O)N(CC(=O)Nc1ccc2c(c1)OCO2)c1ccc(C(C)C)cc1	-13	x	x	-1	x	x	x	-0.11	-3
CC(=O)Nc1cc(NC(C)=O)cc(C(=O)NC(C)(C)C)c1	3	0.9	10	5	-2	-1	0.4	-0.67	7
C#CCOc1ccc(Br)cc1/C=N/O	6	0.3	66*	9	-2	4	-0.21	1	5
COC(=O)CC1COc2ccccc2N1C(=O)c1ccc(Cl)cc1 (centres undefined)	6	0.6	40	18	-1	4	-0.25	-1.3	1
[O-][n+]1onc2c1CCc1nnccc1-2	4	1	-2	23	-9	8	1.6	-0.45	7
COc1cccc(C(c2nnnn2C(C)(C)C)N2CCN(C3CCCCC3)CC2)c1OC (centres undefined)	2	0.9	8	4	-13	14	0.56	-0.41	1
CCOC(=O)c1[nH]c2ccccc2c1N=CN(CC)CC	-1	1	5	-9	5	-8	-0.71	-0.03	-3
Cc1cc(C)nc(/N=C2\NC(=O)CC(C(=O)O)N2c2ccc(Oc3ccccc3)cc2)n1 (centres undefined)	9	1.1	-9	6	-2	1	-0.13	-1.4	-2
CCOC(=O)Cc1csc(NC(=O)c2ccc3c(c2)OCO3)n1	-3	0.6	36	6	-10	13	0.44	0.44	9
Cn1c(=O)[nH]c(=O)c2c1nc(N1CCN(CCO)CC1)n2CCSc1nc2ccccc2s1	-3	1.1	-5	6	-5	3	x	-0.94	-5
Cc1ccc(C(=O)NC(=S)Nc2cc(C(F)(F)F)ccc2Cl)cc1	-2	1.9	-92	0	11	-7	0.54	-1	-10
NC(=O)SC/C(=N\S(=O)(=O)c1ccccc1)Nc1ccccc1	13	1.5	-51	-5	-10	9	1.5	-0.57	4
CCOc1ccccc1Nc1ncccc1C(=O)O	-9	0.9	12	13	-5	6	1.3	-0.11	-4
Cc1ccc2c(c1)C(N1CCCC1=O)CC(c1ccco1)N2 (centres undefined)	10	0.7	29	12	-4	5	-0.21	0.39	2
COc1ccc(/C=N/c2nc3ccccc3n2C)cc1OC	10	1.1	-9	7	4	-3	0.21	0.0055	-1
CCOC(=O)c1ccc2c(c1)NC(=O)C(N1CCN(c3ccc(OC)cc3)CC1)S2 (centres undefined)	-5	1	1	22	x	x	x	0.95	1
Cc1cc2oc(=O)c3c(c2cc1OC(=O)c1ccco1)CCCC3	-5	1.2	-21	-5	-27	22	0.68	-0.91	-5
O=S(=O)(C/C(=C/CO)S(=O)(=O)c1ccccc1)c1ccccc1	18	0.8	20	1	-2	0	-0.78	-2.5	0
Cc1ccc(C)c2[nH]c(=O)c(CCNS(=O)(=O)c3ccccc3)cc12	-3	0.4	61*	12	-8	5	x	0.57	-7
COc1ccc(C(=O)CSc2nc3nc(C)cc(C)n3n2)cc1OC	-5	0.8	20	-1	1	-2	0.55	1.2	-3
Cc1ccc(N2C(=O)CSC2c2c(F)cccc2Cl)cc1 (centres undefined)	6	0.4	58*	15	7	-8	-0.16	-1.3	29
CCCCCCn1c(C(C)NC(=O)c2ccco2)nc2ccccc21 (centres undefined)	10	0.4	56*	14	4	-5	-0.06	-0.42	3
CCOc1ccc(N(CC(=O)NCCSc2ccccn2)S(C)(=O)=O)cc1	0	0.7	33	4	-2	0	-0.2	0.01	5
Cn1c(NC(=O)c2ccc(Cl)cc2)c(-c2ccccn2)c(=O)c2ccccc21	-6	0.9	9	-4	5	-1	0.6	0.16	-2
Cc1ccc(-c2nnc(NC3CCCCC3)c3ccccc23)cc1S(=O)(=O)N1CCN(C)CC1	-2	0.7	27	0	-13	14	-0.55	1.9*	-1
CC1C(=O)CC(c2ccccc2)N(C)C1c1ccccc1 (centres undefined)	2	0.1	90*	22	-3	2	x	-0.34	0
COc1ccc(N2C(=O)CSC23C(=O)Nc2ccccc23)cc1 (centres undefined)	x	x	x	x	4	-4	0.47	0.29	x
FC(F)(F)c1cc(-c2ccco2)nc(NCc2cccs2)n1	5	0.6	38	14	-5	3	0.13	0.0098	-1
COC(=O)C(Cc1ccc(O)cc1)NC(=O)C(C)Oc1ccccc1 (centres undefined)	1	0.4	58*	2	-7	5	0	-0.36	-5
CC[N+](C)(C)CCN(Cc1ccc(Cl)cc1)c1ccccn1	6	1.1	-7	4	4	-6	0.34	-0.26	3
Cc1csc(SC(C)C(=O)Nc2ccc(Cl)cn2)n1 (centres undefined)	5	0.7	26	12	6	-3	0.28	0.22	6
O=C(NS(=O)(=O)c1ccc2c(c1)OCCO2)c1ccccc1	2	0.4	58*	27	-6	5	-1	0.8	-3
COc1ccc(CC(C)N2CCN(c3cccc(C(F)(F)F)c3)CC2)cc1OC (centres undefined)	7	0.8	24	1	1	-1	-0.5	-0.99	4
Clc1ccccc1N1CCN(c2ncnc3nc[nH]c23)CC1	-7	1	0	12	x	x	x	x	1
CCCn1c(SCC(=O)Nc2ccccc2Oc2ccccc2)n[nH]c1=O	4	0.3	74*	0	-14	12	0.12	-0.76	-8
CCN(CC)CCCNC(=O)c1cn(C)c2ccc(S(=O)(=O)N(C)C)cc2c1=O	-3	0.9	7	7	x	x	x	-1.1	2
OCCN(Cc1ccccc1)Cc1ccc(Cl)cc1	18	0.1	88*	1	-16	15	-0.98	-1	-10
COc1ccccc1C1CC(=O)Nc2c1c(=O)n(C)c(=O)n2C (centres undefined)	-2	1.1	-15	-1	-4	2	x	-1.9	-2
O=C(CN1CCC(O)(c2ccc3c(c2)OCO3)CC1)OC1CCCCC1	2	0.6	36	41*	15	-13	0.39	-0.37	-5
C=CCn1c(CSCc2ccc(Cl)cc2)nnc1SCC(=O)NCc1ccccc1	-15	0.2	81*	16	-2	1	-1.1	2	11
Cc1ccc(-c2nc3ccc(NS(=O)(=O)c4ccccc4)cc3[nH]2)o1	-5	0	100*	6	-1	0	-0.83	0.82	-3
CCc1ccc(-c2nc(CSCC(=O)N3CCN(c4ncccn4)CC3)c(C)o2)cc1	-4	0.3	75*	29	-5	2	x	1.2	-5
CCc1nnc(NC(=O)C2CCCN2C(=O)NC2CCCCC2)s1 (centres undefined)	-3	0.9	6	-10	8	-8	-0.47	-1.1	4
O=C(NCC1CCCO1)c1cccc(N2CCCC2=O)c1 (centres undefined)	0	1.1	-5	21	-4	7	0.74	-0.015	-8

(cont.)
SMILES	Ecoli WT expand	CYP2C9 activ	CYP2C9 inh	PostGolgi ctrl	LYP inh 2	LYP act	PTK2B oligo ant	hDAT+cocaine	PostGolgi yeast
COc1cccc(C(=O)Nc2c3c(nn2-c2cccc(C)c2C)CS(=O)(=O)C3)c1OC	-3	1.1	-7	11	-1	-1	0.46	-0.94	3
CC1CN(C(=O)COC(=O)c2cccs2)CC(C)O1 (centres undefined)	-2	1.1	-10	4	x	x	0.73	x	7
O=C(c1ccccc1F)N1CCc2ccccc21	x	3.5*	-250	x	0	-3	-0.22	0.55	x
Cc1ccc(NC(=O)CCC(=O)O)cc1F	-14	1.2	-19	-2	2	-2	1.6	0.77	-1
COc1ccc(-c2nc3c(n2O)CCC/C3=N\O)cc1	1	0.8	20	3	-5	2	1.6	x	3
CCc1ccc(/C(C)=N\Nc2ccc([N+](=O)[O-])cc2)cc1	-8	0.9	7	7	4	-2	-1.7	0.12	2
Cc1csc(NC(=O)CSc2nnc(CCNC(=O)c3cccs3)n2C)n1	x	x	x	x	-6	6	0.56	0.67	x
CCCCNC(=O)c1onc(CSc2cccc(OCC)c2)c1C(=O)O	-5	0.1	92*	-8	3	0	x	0.12	4
CCn1c(SCC(=O)c2cc(OC)ccc2OC)nnc1C(C)C	-6	0.6	41	-4	4	-6	0.56	0.13	1
Cc1ccc(C(C)NC(=O)C2CCCO2)cc1C (centres undefined)	7	1.1	-11	11	1	3	-0.13	-1.1	5
N#CCSCC(=O)Nc1ccc(Br)cc1	7	1	-2	-1	2	-3	0.94	-0.88	2
Cc1c(Cl)cccc1NC(=O)CCC(=O)NNC(=O)c1ccco1	0	1.1	-6	1	3	2	0.12	-0.85	5
Cc1cc(C)cc(NC(=O)c2ccc(CSc3nnc(C)s3)cc2)c1	1	2*	-98	-4	5	-2	0.62	-0.83	-4
CC1=CC(C)(C)N(C(=O)CSc2nnc(C)s2)c2ccc(C)cc21	2	0.8	17	5	0	5	0.95	-0.7	-6
CSCCC(NC(=O)OCc1ccccc1)C(=O)O (centres undefined)	x	x	x	x	-4	4	1.6	0.57	x
O=C(c1cc(F)c(F)cc1Cl)N1CCOCC1	-7	1.1	-10	-4	x	x	0.24	0.4	-2
CCCCOc1ccc(-c2c(C#N)c(N)nc(SCC(N)=O)c2C#N)cc1	1	0.6	39	13	-1	0	-0.36	-2.3*	1
COc1ccc(OC)c(CNC(=O)C2CCCN(C(=O)N(C)C)C2)c1 (centres undefined)	2	1	4	-2	10	-9	1.7	-0.012	-2
S=C(Nc1ccccc1)N1CCn2c1nc1ccccc12	-17	0.9	9	38*	9	-6	-0.23	-0.61	6
Cc1ccccc1NC1=C/C(=N\S(=O)(=O)c2cccs2)c2ccccc2C1=O	-1	0.2	84*	101*	-6	5	-4*	-0.51	107*
CC(Sc1nc(-c2ccccc2)cc(C(F)(F)F)n1)C(=O)Nc1sc2c(c1C#N)CCC2 (centres undefined)	-14	0.4	64*	8	6	0	0.36	0.021	8
COCCNC(=O)CN(C(=O)Cn1nnc2ccccc21)c1ccccc1	0	1	2	6	-9	7	-0.15	-0.33	-1
CCOC(=O)Cc1csc(NC(NC(=O)OCC)(C(=O)OCC)C(F)(F)F)n1 (centres undefined)	x	x	x	x	-7	6	-0.79	-1.3	x
COc1ccc(-c2[nH]c(-c3ccc4c(c3)OCO4)nc2-c2ccccc2)cc1	-8	0.5	48	34*	15	-13	-2.2	-1.7	62*
COc1ccc(C(=O)C2CCN(S(=O)(=O)c3ccc4c(c3)OCCO4)CC2)cc1	-8	0.9	14	27	-6	4	-1.5	0.59	-3
O=C(CCn1c(=O)c2sccc2n(CC(=O)OCc2ccccc2)c1=O)NCc1ccco1	2	0.4	58*	-15	-16	14	-0.01	-0.34	0
COc1ccccc1Nc1nc(N)nc(-c2cc3ccccc3o2)n1	0	1.1	-13	2	7	-2	-2.3	0.4	-2
CC(C)(CN=C1NS(=O)(=O)c2ccccc21)CNC(=O)CN1C(=O)c2ccccc2C1=O	-9	0.5	46	1	-2	0	-0.11	0.34	1
COc1ccc(NC(=O)CSc2ncn[nH]2)c([N+](=O)[O-])c1	9	1	-1	1	3	2	-0.91	-0.013	2
